Bioassay records deposited in PubChem BioAssay by several laboratories.
Hep lipid drop: hepatic lipid droplet formation modulation | actives 0.4% (n = 240,000) | AML12 mouse hepatocytes, oleate lipid droplets, BODIPY imaging | inhibition, % at 6.5 µM;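 active means lipid droplet intensity inhibited by at least 50%, with more than 500 cells counted; inconclusive means wells with under 300 cells, treated as cytotoxic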
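Assay system: AML12 hepatocytes (mouse); Probe or stimulus: oleic acid at 100 µM to induce lipid droplet formation; Dosing: compound at 6.5 µM only; Schedule: compound with oleate, overnight; Detection: fluorescence imaging, 20x objective, two fields per well; Measure: % inhibition of lipid droplet signal.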
Myeloid diff 2: myeloid differentiation induction | ER-HoxA9 myeloid progenitors, lysozyme-GFP differentiation, flow cytometry | calls only at 10 µM | actives 1% (n = 360,000) | AID 624256;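 active means normalized GFP-positive differentiation at or above the plate's own cutoff, the solvent-only control mean plus 3 SD; inconclusive means no clear call, values can overlap the other calls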;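 further: cells exposed to compound for four days before flow analysis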
MT stabilizer: microtubule stabilizers in HeLa cells | HeLa tubulin immunostaining HCS, 24 h; share of cells brighter than vehicle mean+2SD | % tubulin-high responders, % at 10 µM | actives 0.83% (n = 200,000);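 active means plate Z-score above 3 for both tubulin-high and condensed-nucleus cell shares, with cell loss under 80%, at 10 µM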;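 further: anti alpha tubulin signal scored within the nucleus-defined area of each cell; some results filed as inactive read as strong as hits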
WT yeast gro inh: growth inhibition of WT yeast, mitochondrial fusion screen. mitochondrial fusion phenotypic screen, WT strain. inhibition, % at 10 µM. actives 2.1% (n = 190,000); in the data active means inhibition above about 58%; tested in S. cerevisiae
bCat nuc transl: alters nuclear translocation of beta-catenin in HeLa cells | AID 1665 | immunofluorescence imaging | actives 0.3% (n = 190,000) | nuclear translocation activity, % at 5 µM;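 active means nuclear translocation activity above 50% at 5 µM, with a well cell count of 50 or more; inconclusive means wells under 50 cells across six images, flagged as toxic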;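 further: per-cell ratio of nuclear to cytoplasmic median beta-catenin stain intensity; plate controls were DMSO negative control for no effect and GSK-3 inhibitor IX positive control for full effect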
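Read-out: Nuclear/cytoplasmic beta-catenin signal ratio, % activation | Assay system: Human HeLa cell line | Times: 24 h compound exposure at 37°C, 5% CO2 | Signal: Fluorescence imaging of beta-catenin antibody stain plus DAPI | Dosing: 5 µM primary, 0.02–20 µM confirmation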
Autophagy mod: modulators of autophagy; MEF GFP-LC3 puncta imaging; test concentration mostly 10 µM; calls only at 10 µM (by protocol); actives 0.98% (n = 190,000); AID 463193;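 active means percentage of spot-positive cells more than 3 SD above its plate mean, without a fluorescence outlier flag or 80% toxicity; inconclusive means no clear call, values can overlap the other calls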;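 further: spot-positive cell cutoff set from DMSO-treated cells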
T cell modulator: T cell immune modulation candidate; actives 0.068% (n = 330,000); 2C CD8+ T cell-vesicle binding, flow cytometry; hits give low values; AID 2052; calls only at 7 µM;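 active means response, share of CD8 T cells binding vesicles, and their 90th percentile fluorescence all below set limits, cut at about 80% in these data, passing the limit was not always enough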
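material = purified 2C TCR transgenic mouse naive CD8+ T cells | controls = Unloaded micro-vesicles (low), QL9 vesicles with 0.7% DMSO (high) | detection = cytometric PE anti-B7-1 and Alexa647 anti-CD8 signals after 1% paraformaldehyde fixation | incubation = binding step 1.5 h, 37 °C, antibody labelling 20 min, ice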
West Nile virus CPE: West Nile virus antiviral activity, cell-based, CPE readout (AID 1621). West Nile virus-infected cells, CPE inhibition; higher % means a stronger effect. CPE inhibition, % at 10 µM, or IC50 in µM where a hit was titrated. actives 0.02% (n = 290,000); in the data active means a potency from the dose series; inconclusive means CPE inhibition mostly from about 3.7% at the one dose, without a potency; inactive means the rest, 99 in 100 with CPE inhibition below about 2.2%; further: strong numbers were not always called active
Insulin prom up: MIN6 insulin promoter up-regulation; MIN6 insulin promoter-GFP reporter, high-content imaging; hits give high values; z-score at 5 µM; actives 0.3% (n = 190,000);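 active means z-score above 3 at 5 µM with at least 500 cells counted in the well; inconclusive means wells under 500 cells, flagged as cytotoxic or low count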
WT yeast gro inh mutant strain: recorded beside WT yeast gro inh, whose call it bears; inhibition, %; mitochondrial fusion phenotypic screen, mutant strain inhibition
Insulin prom up cell count: further read-out of Insulin prom up, marked with its call; cell count; measured here: cytotoxicity, nuclei count;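 total cells summed across four imaged fields per well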
Hep lipid drop cells 6.5 µM: recorded beside Hep lipid drop, whose call it bears; cell count; measured here: cell count, cytotoxicity flag;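 cells counted across two imaged fields per well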
bCat nuc transl cell count 5 µM: recorded beside bCat nuc transl, whose call it bears; cell count; measured here: cell count, cytotoxicity flag
T cell modulator vesicle-bound %: further read-out of T cell modulator, marked with its call; double positive events, %; measured here: CD8+ vesicle-bound cell fraction;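 binding gate set so that unloaded-vesicle control wells show 10% double positive cells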
MT stabilizer Hoechst-high %: also measured in MT stabilizer; calls as there; % Hoechst-high responders; measured here: nuclear condensation Hoechst responders;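 share of cells brighter than vehicle mean plus two SD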
MT stabilizer cytotoxicity %: second read-out of MT stabilizer, no call of its own (marks repeat the call); toxicity, %; measured here: cytotoxicity by cell density;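 0% = mean cell density of plate MIN control wells and 100% = no cells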
Autophagy mod cell loss 18 h: second read-out of Autophagy mod, no call of its own (marks repeat the call); toxicity, %; measured here: cell loss, nuclei count;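 cell loss after 18 h compound exposure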
Myeloid diff 2 GFP+ MAC1+ %: also measured in Myeloid diff 2; calls as there; GFP+ MAC1+ double positive, %; measured here: differentiation confirmed by MAC1 staining
Active calls of the source: *; i = inactive; u = inconclusive; x = no result given; + = active, no number.

SMILES	Hep lipid drop	Hep lipid drop cells 6.5 µM	Myeloid diff 2	Myeloid diff 2 GFP+ MAC1+ %	MT stabilizer	MT stabilizer Hoechst-high %	MT stabilizer cytotoxicity %	WT yeast gro inh	WT yeast gro inh mutant strain	bCat nuc transl	bCat nuc transl cell count 5 µM	Autophagy mod	Autophagy mod cell loss 18 h	T cell modulator	T cell modulator vesicle-bound %	West Nile virus CPE	Insulin prom up	Insulin prom up cell count
CCOc1ccc(NC(=O)CN2CCN(CC(=O)Nc3ccc(F)cc3)CC2)cc1	x	x	i	0.2	2.2	1.6	4.6	-6	2	-0.7	1306	i	22	i	37	-0.1%	-0.35	1619
CCCn1nnnc1SCC(=O)Nc1cccc(NC(=O)c2ccco2)c1	-3	651	i	0.8	3.2	1.1	2.1	-2	20	-1.8	1066	i	-5	i	42	-0.1%	0.26	1813
CC(=C/C(=O)O)/C(=C/c1ccccc1)C(=O)O	-1	617	i	0.3	4.0	3.5	5.5	-26	8	-1.2	1160	i	8	i	16	-0.2%	0.69	1469
CCCNC(=O)COc1coc(CN2CCN(c3ccc(F)cc3)CC2)cc1=O	4	614	i	2.7	x	x	x	x	x	x	x	x	x	i	17	-0.1%	x	x
COc1ccccc1NC(=O)Cc1cccs1	-3	773	i	0.4	2.6	1.5	8.4	-15	-22	x	x	i	10	i	27	-0.3%	-0.19	1125
O=C(Nc1cccnc1)Nc1ccc(Cl)cc1Cl	6	704	i	0.3	6.1	2.2	4.3	21	25	-1.4	1051	i	-1	i	53	-0.8%	-0.55	1749
O=P1(O)C=C(c2ccccc2)OC(c2ccccc2)=C1	-1	739	i	0.7	2.5	1.8	8.8	8	26	-3.4	1063	i	9	i	0	x	0.72	894
COc1ccc(CNC(=O)C2CCN(S(=O)(=O)c3cccc4cccnc34)CC2)cc1	-7	712	i	2.0	2.3	2.1	7.3	8	9	0.0	580	i	-32	i	47	x	-0.97	1331
COc1cc2c(cc1Cl)/C(=C\CCN(C)C)c1ccccc1S2	4	635	i	0.0	9.6	4.8	8.7	53	37	11	147	i	25	i	41	-0.9%	0.37	1454
CCOC(=O)/C(=C\c1ccc([N+](=O)[O-])o1)NC(=O)c1ccccc1	-1	811	i	1.5	1.3	1.0	9.8	-9	-4	x	x	+	35*	i	38	0.8%	-0.92	819
CS(=O)(=O)N1CCN(c2ccccc2NC(=O)CSc2nnc(-c3ccco3)o2)CC1	-12	640	i	0.2	3.8	3.8	3.5	-12	20	x	x	i	-10	i	33	0.0%	-0.03	1208
O=C(CCn1c(=O)oc2ccccc21)NCCCN1CCOCC1	8	557	i	0.9	x	x	x	x	x	x	x	x	x	i	49	0.2%	x	x
CC(=O)N1CCN(CC(=O)Nc2ccc(SC(F)F)cc2)CC1	11	736	i	0.0	6.5	2.6	5.0	-17	1	2.1	1098	i	1	i	47	-0.1%	-0.68	1436
CCC(C)c1ccccc1N1CC(C(=O)Nc2cccc(S(=O)(=O)N3CCOCC3)c2)CC1=O (stereo unspecified)	12	688	i	2.0	x	x	x	x	x	x	x	x	x	i	66	0.2%	x	x
CN1C=CC(=CC=C2C=CC(=O)C=C2)C=C1	-4	749	i	0.6	x	x	x	x	x	-4.0	1175	x	x	i	50	-0.4%	0.24	1437
CCCSc1n[nH]c(NC(C)=O)n1	x	x	i	2.2	5.1	3.1	5.2	15	7	x	x	i	1	i	51	0.1%	-0.35	958
O=C(Nc1ccc(Cl)cc1)C1CCC(=O)N1Cc1ccccc1Cl (stereo unspecified)	x	x	i	0.5	1.2	1.2	6.0	-8	-6	1.4	1369	i	13	i	34	0.2%	0.03	1271
Cc1cccc(NNC(N)=S)c1	-28	614	i	0.2	4.2	2.2	4.4	-2	6	-1.4	1002	i	15	i	37	0.6%	0.79	1619
Cn1c(NCCO)nc2c(c1=O)C1(CCCCC1)Cc1ccccc1-2	x	x	i	2.0	2.2	3.5	3.6	18	6	x	x	i	12	i	52	0.1%	-0.42	976
O=C(O)c1cc(NCc2ccc(F)cc2)ccc1N1CCOCC1	14	776	i	1.8	4.3	2.7	5.7	-3	10	-0.4	1033	i	5	i	49	0.7%	-0.05	2070
COc1ccc(S(=O)(=O)N(C)C)cc1NCC(=O)Nc1cccc(C#N)c1	-2	662	i	0.2	4.1	2.3	7.6	9	-13	1.5	991	i	-19	i	38	-0.2%	-0.6	1643
Cc1ccc2cc(C)c3nnc(SCC(=O)N4CCCc5ccccc54)n3c2c1C	44	671	x	x	1.8	1.4	5.2	19	25	0.5	1021	i	11	i	53	x	0.15	1720
COc1ccc(-c2nc(CN3CCC(c4ccccc4)CC3)c(C)o2)cc1OC	-13	590	i	0.8	x	x	x	-1	-15	0.2	1012	i	-8	i	10	-1.5%	0.12	1455
CN1CCN(/N=C/c2c3ccccc3c(Cl)c3ccccc23)CC1	11	705	i	0.4	4.6	2.7	0.5	96	97	-3.0	891	i	3	i	30	-0.4%	1	1573
O=C(COc1ccc2ccccc2c1Br)Nc1cccnc1	-4	789	u	x	x	x	x	x	x	x	x	x	x	i	60	0.0%	x	x

Next part; the last three above are carried over.
SMILES	Hep lipid drop	Hep lipid drop cells 6.5 µM	Myeloid diff 2	Myeloid diff 2 GFP+ MAC1+ %	MT stabilizer	MT stabilizer Hoechst-high %	MT stabilizer cytotoxicity %	WT yeast gro inh	WT yeast gro inh mutant strain	bCat nuc transl	bCat nuc transl cell count 5 µM	Autophagy mod	Autophagy mod cell loss 18 h	T cell modulator	T cell modulator vesicle-bound %	West Nile virus CPE	Insulin prom up	Insulin prom up cell count
COc1ccc(-c2nc(CN3CCC(c4ccccc4)CC3)c(C)o2)cc1OC	-13	590	i	0.8	x	x	x	-1	-15	0.2	1012	i	-8	i	10	-1.5%	0.12	1455
CN1CCN(/N=C/c2c3ccccc3c(Cl)c3ccccc23)CC1	11	705	i	0.4	4.6	2.7	0.5	96	97	-3.0	891	i	3	i	30	-0.4%	1	1573
O=C(COc1ccc2ccccc2c1Br)Nc1cccnc1	-4	789	u	x	x	x	x	x	x	x	x	x	x	i	60	0.0%	x	x
Cc1cc(NC(=O)COc2ccccc2C)ccc1NC(=O)c1ccco1	-10	718	i	0.5	x	x	x	x	x	x	x	x	x	i	34	-0.3%	x	x
C1=CC(c2cc3ccccc3o2)OC(CCc2ccccc2)C1 (stereo unspecified)	-24	764	i	1.6	x	x	x	x	x	x	x	x	x	i	36	0.4%	x	x
O=C(NS(=O)(=O)Oc1ccc(Cl)cc1)OC[C@@H]1CCCN2CCCC[C@H]12	-44	460	i	0.6	2.8	2.7	10	-6	-5	-0.8	925	i	5	i	49	1.4%	0.64	1307
O=[N+]([O-])c1ccc(-c2nc(-c3cccs3)c(-c3cccs3)[nH]2)cc1	x	x	i	1.0	2.6	2.3	6.5	82*	61*	x	x	+	-35*	i	14	0.1%	x	x
COc1ccccc1NS(=O)(=O)c1ccc(Cl)c(NC(=S)NC(=O)C2CCCC2)c1	4	662	i	0.1	1.3	4.4	7.1	48	13	-2.9	1007	i	-4	i	50	-1.1%	-0.65	1351
CC(C)Nc1ncnc2c1cnn2-c1ccc(Cl)cc1	14	638	i	2.3	3.7	1.7	19	-16	-5	-0.1	819	i	7	i	41	0.7%	-1.1	1738
CCOC(=O)N1CCN(C(=O)/C=C/c2c(C)nn(-c3ccc(F)cc3)c2Cl)CC1	15	698	i	0.5	3.1	2.1	8.4	7	-6	-0.2	1072	i	12	x	x	-0.5%	0.24	1271
O=C(NC1CCCCC1)C1c2ccccc2C(=O)N1Cc1ccco1 (stereo unspecified)	x	x	i	3.9	5.3	2.3	5.7	-16	-4	-2.5	930	i	2	i	2	0.1%	0.55	1266
O=C(O)CSc1nnc(COc2cccc3cccnc23)n1-c1ccc(Cl)cc1	-3	747	i	0.4	2.6	1.3	2.4	-1	-3	0.5	1022	i	-17	i	49	0.1%	x	x
CN1CCN(S(=O)(=O)c2ccc(Br)s2)CC1	x	x	i	3.1	4.2	2.9	3.5	-1	20	-0.9	1377	i	9	i	19	0.1%	0.75	1420
O=C(O)COc1ccc(=O)n(-c2ccccc2)n1	5	734	i	0.2	1.2	1.1	10	-8	-14	-3.1	1184	i	-1	i	48	-0.1%	-0.95	903
CCOC(=O)c1ccc(NC(=S)N(CCN2CCCCCC2)Cc2ccco2)cc1	5	692	i	0.6	5.8	1.3	25	26	18	2.5	1018	i	8	i	29	-0.7%	-1.5	1198
Cc1ccc(C(=O)N/C(=C\c2ccc(-c3ccccc3[N+](=O)[O-])o2)C(=O)NCCCN2CCOCC2)cc1	-13	663	i	3.1	x	x	x	x	x	x	x	x	x	i	22	0.9%	x	x
CC1=NNC(=O)C1CCC(=O)N/N=C/c1ccccc1 (stereo unspecified)	19	611	i	0.4	x	x	x	x	x	1.1	1316	x	x	i	30	0.2%	x	x
Cc1nnc(-c2ccccc2)[nH]c1=O	-7	649	i	0.0	9.0	1.4	5.9	-14	0	-2.0	1149	i	3	i	54	-0.5%	0.05	1202
O=C1CSC(=Nc2cccc(Cl)c2Cl)N1Cc1cccnc1	10	710	i	0.9	x	x	x	x	x	11	698	x	x	i	33	0.1%	0.27	1366
Nc1cc(Nc2ccccc2)c2nonc2c1[N+](=O)[O-]	101*	826*	i	0.3	x	x	x	x	x	x	x	x	x	i	36	0.0%	x	x
Cc1ccc(S(=O)(=O)c2nc(C)c3c(n2)CCC3)cc1	-14	588	i	0.8	1.2	1.8	5.0	0	-5	-0.4	1065	i	3	i	9	0.0%	1	1865
